# Wnt act: activates Wnt/beta-catenin signaling in a reporter cell assay | hit rate 1.2% among 300,000 | activation, % at 9.35 µM | activator, plate reader; in the data active = activation above about 30%, passing the limit was not always enough; inconclusive = no clear call, values can overlap the other calls;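 note: 0% = neutral control wells and 100% = positive control wells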
# MITF act: increases MITF-driven TRPM1 promoter luciferase signal; AID 588334; activation, % at 12.5 µM; SK-MEL-5 TRPM1-promoter luciferase, 24 h; % of positive control, neutral wells = 0; hit rate 0.75% among 300,000;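 active = mean activation of at least 80% with every replicate also reaching 80%; inconclusive = mean reaches 80% but some replicate falls short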;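 note: 0% = neutral control wells and 100% = parthenolide positive control wells; values of inactives mirror those of a sister screen read the other way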
# SR-BI DiI inh: mouse SR-BI HDL lipid transfer inhibition; Q61009; ldlA[mSR-BI] CHO cells, DiI-HDL uptake fluorescence, 3 h; inhibition, % at 12.5 µM; hit rate 0.96% among 320,000; AID 488896;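 active = mean replicate inhibition of at least 70% and a set share of replicates each scoring 70 or more; inconclusive = meets just one of the two criteria; inactive = fails both criteria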;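 note: 0% = median of neutral control wells and 100% = median of positive control wells; values of inactives mirror those of a sister screen read the other way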
# Target sequence (Q61009 whole entry, looked up): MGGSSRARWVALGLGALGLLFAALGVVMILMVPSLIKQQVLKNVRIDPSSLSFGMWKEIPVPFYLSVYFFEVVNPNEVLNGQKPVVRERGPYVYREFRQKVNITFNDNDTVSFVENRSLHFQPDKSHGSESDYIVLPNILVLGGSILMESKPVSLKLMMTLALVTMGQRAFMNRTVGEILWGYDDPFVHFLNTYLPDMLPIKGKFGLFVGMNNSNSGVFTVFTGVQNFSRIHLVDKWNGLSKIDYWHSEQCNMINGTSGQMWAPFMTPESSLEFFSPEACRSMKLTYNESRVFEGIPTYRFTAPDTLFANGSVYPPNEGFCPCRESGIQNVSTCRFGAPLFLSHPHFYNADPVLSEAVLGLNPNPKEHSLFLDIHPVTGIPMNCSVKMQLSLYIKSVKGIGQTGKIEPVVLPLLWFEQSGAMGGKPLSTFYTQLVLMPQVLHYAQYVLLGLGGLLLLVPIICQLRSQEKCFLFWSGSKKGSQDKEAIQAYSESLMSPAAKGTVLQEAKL
# Ecoli viability: counter-screen for AddAB inhibitors: E. coli growth inhibition; E. coli V3065 growth, OD600 absorbance, 18 h; inhibition, % at 11.9 µM; hit rate 0.27% among 330,000;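 active = inhibition above the campaign's mean inhibition across all tested compounds plus 3 SD, cut at about 9.9% in these data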;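 note: uninfected addAB+ strain grown without phage in ampicillin broth; 0% = DMSO wells and 100% = ciprofloxacin 0.95 µg/ml wells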
# AddAB inh: less growth of phage-infected E. coli with AddAB | E. coli expressing H. pylori AddAB, absorbance growth | inhibition, % at 11.9 µM | hit rate 0.29% among 330,000 | AID 435030; in the data active = inhibition above about 12%;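 note: 0% = vehicle wells of infected cells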
# CAL PDZ FP-1: blocks peptide binding to the human CAL PDZ domain. Q9HD26. purified CAL PDZ, TMR-peptide fluorescence polarization, 1 h. inhibition, % at 24.9 µM. hit rate 0.92% among 300,000. AID 602252;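 active = mean inhibition of at least 30% with at least half of replicates also reaching 30%; inconclusive = no clear call, values can overlap the other calls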;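 note: 0% = DMSO neutral control and 100% = excess unlabeled competitor peptide PRC23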
# SR-BI DiI-HDL act: enhances SR-BI lipid uptake from DiI-HDL; hit rate 0.096% among 320,000; AID 504775; activation, % at 12.5 µM; CHO ldlA[mSR-BI] cells, DiI-HDL uptake fluorescence, 3 h; 100 = double the neutral-control signal;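 active = mean replicate activation of at least 60% and every replicate at or above 60%; inconclusive = mean or all-replicate condition met, but not both; inactive = mean below 60% and not all replicates reaching 60%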;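 note: 0% = median plate neutral-control signal and 100% = twice that signal; values of inactives mirror those of a sister screen read the other way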
#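 Material – SR-BI-overexpressing, LDLR-lacking CHO cells · Medium – BSA-supplemented, HEPES-buffered Ham's F12, pH 7.4 · Doses – single concentration · Times – compound with DiI-HDL co-incubation, 3 h at 37 °C · Measured by – bottom-read fluorescence, 550/595 nm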
# CAL PDZ FP-2: inhibitors of human CAL PDZ peptide binding; purified CAL PDZ, TMR-peptide fluorescence polarization, 1 h; inhibition, % at 20 µM; hit rate 0.02% among 330,000; AID 504414;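 active = highest replicate inhibition of at least 40%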;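 note: plate controls were DMSO neutral control wells for no effect and unlabeled competitor peptide control wells for full effect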
#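 Test system: purified CerCALP PDZ construct; Compound dosing: one concentration, 20 µM compound; Also added: TMR-labelled reporter peptide T*-PRC34 bound in PDZ groove; Read-out: inhibition from polarization loss; Controls: unlabelled peptide and DMSO controls; Signal: FP readout, S and P plane fluorescence; Incubation: 1 h at RT.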
# Tat transport: inhibitors of E. coli Tat protein transport; E. coli MC4100 TorA-mCherry Tat export, fluorescence; inhibition, % at 10 µM; hit rate 0.036% among 340,000; AID 488895;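 active = mean replicate inhibition at least 50% and at least half of replicates individually reaching 50%; inconclusive = only one of the two criteria met; inactive = neither criterion met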;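 note: exported cargo escapes ClpAP degradation while cytoplasmic cargo is degraded and loses fluorescence; 0% = median of neutral control wells and 100% = median of NaSCN control wells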
# phage Ecoli inh: E. coli growth loss with phage present; growth absorbance; inhibition, % at 11.9 µM; hit rate 0.26% among 360,000; in the data active = inhibition above about 11%
# The depositor's hits bear a star; ? = inconclusive; nt = not tested or not shown.
# Values run as follows: Wnt act	MITF act	SR-BI DiI inh	Ecoli viability	AddAB inh	CAL PDZ FP-1	SR-BI DiI-HDL act	CAL PDZ FP-2	Tat transport	phage Ecoli inh
CC1CCCCN1CC(=O)Nc1sc2c(c1C#N)CCC2 (centres undefined)
 : -6	-3	28	0.6	2.1	30	-28	-0.1	-4	3.1
CC(=O)Nc1cccc(Cl)c1C(=O)O
 : nt	-9	-17	0.7	1.7	-5	17	-0.2	-4	0.2
CCC(=O)NNc1ncnc2c1cnn2-c1ccccc1
 : -1	1	-24	-1.2	1.6	2	24	-0.6	-3	0.3
CNC(=S)Nc1ccc([N+](=O)[O-])cc1C
 : -1	6	20	1.5	2.2	-5	-20	0.2	-3	3.2
O=C(Nc1ccccc1)c1ccccc1CCc1ccccc1
 : 0	0	35	2.5	2.5	-7	?	-5.9	0	-0.2
C(=N\c1nccs1)/Nc1nccs1
 : nt	6	nt	-2.2	-0.5	-1	nt	-0.3	?	3.4
Cc1cccc(NCN2C(=O)C3C4C=CC(C4)C3C2=O)c1 (centres undefined)
 : 14	-8	-47	-0.7	-0.1	-1	47	-0.3	4	2.8
CN1C(=O)CC(N2CCN(c3ccccc3)CC2)C1=O (centres undefined)
 : -7	-6	-35	-0.5	2.0	0	nt	-0.2	6	3.0
CC(C)C(NS(=O)(=O)c1cccc2nsnc12)C(=O)N1CCn2c1nc1ccccc12 (centres undefined)
 : -5	-12	-7	2.1	4.2	nt	7	-1.1	-2	3.0
CCN1C(=NCCCOC(C)C)N[C@@H](CCc2ccccc2)[C@H](C(=O)NCCCOC(C)C)[C@H]1C
 : 1	-30	-5	-0.6	1.8	0	5	2.1	-8	2.3

# At a glance, part of the list above:
# Values run as follows: Wnt act	MITF act	SR-BI DiI inh	Ecoli viability	AddAB inh	CAL PDZ FP-1	SR-BI DiI-HDL act	CAL PDZ FP-2	Tat transport	phage Ecoli inh
CC1CCCCN1CC(=O)Nc1sc2c(c1C#N)CCC2 (centres undefined)
 : -6	-3	28	0.6	2.1	30	-28	-0.1	-4	3.1
CC(=O)Nc1cccc(Cl)c1C(=O)O
 : nt	-9	-17	0.7	1.7	-5	17	-0.2	-4	0.2
CCC(=O)NNc1ncnc2c1cnn2-c1ccccc1
 : -1	1	-24	-1.2	1.6	2	24	-0.6	-3	0.3
CNC(=S)Nc1ccc([N+](=O)[O-])cc1C
 : -1	6	20	1.5	2.2	-5	-20	0.2	-3	3.2

# The results go on:
# Values run as follows: Wnt act	MITF act	SR-BI DiI inh	Ecoli viability	AddAB inh	CAL PDZ FP-1	SR-BI DiI-HDL act	CAL PDZ FP-2	Tat transport	phage Ecoli inh
CCc1csc(CCNC(=O)C2CCC(=O)N(CCc3cccc(F)c3)C2)n1 (centres undefined)
 : 0	-3	8	nt	nt	-4	-8	-3.4	-8	0.1
COc1ccc(C(=O)Nc2ccc(C)cc2C(=O)c2ccccc2)cc1
 : nt	8	5	1.7	0.9	1	-5	-3.3	4	3.9
[O-][n+]1c2ccccc2c2n1CCCN=C2c1ccc(Cl)cc1
 : 9	13	14	2.1	2.8	3	-14	-0.3	2	-1.1
Nn1c(SCC(=O)Nc2ccccc2)nnc1-c1cccnc1
 : -1	12	-6	0.6	3.2	-5	6	-0.6	2	-0.8
Cc1ccc(C(c2nnnn2C(C)(C)C)N(Cc2ccco2)Cc2cccs2)cc1 (centres undefined)
 : nt	3	-4	-0.3	-1.0	-4	4	-2.0	0	3.1
CC(NS(=O)(=O)c1ccc(Cl)cc1)C(=O)N1CCOCC1 (centres undefined)
 : -1	nt	nt	-1.9	-1.2	-3	nt	-0.3	8	1.9
Cc1ccc(Cc2c(C)nc3nc(SCC(=O)NCCCN4CCCCC4)nn3c2C)cc1
 : -1	30	-9	-0.4	4.4	-5	9	-3.6	-2	-0.4
C[C@H](CO)N1C[C@H](C)[C@@H](CN(C)C(=O)Nc2ccccc2)Oc2c(NS(=O)(=O)c3ccccc3)cccc2C1=O
 : 0	-11	nt	-0.5	-0.5	-2	nt	-1.2	10	2.8
Cc1sc2ncnc(Sc3nnnn3-c3ccccc3)c2c1C
 : nt	-67	7	-2.5	-2.1	-1	-7	-1.0	20	-0.9
Nc1nc(NCc2c(F)cccc2Cl)nn1-c1ccccc1
 : -3	24	-19	3.0	0.1	2	19	-1.5	2	-0.2

# Remaining list, next part
# Values run as follows: Wnt act	MITF act	SR-BI DiI inh	Ecoli viability	AddAB inh	CAL PDZ FP-1	SR-BI DiI-HDL act	CAL PDZ FP-2	Tat transport	phage Ecoli inh
NNc1nc2cccnc2n(CCNc2ncc(C(F)(F)F)cc2Cl)c1=O
 : -2	12	-15	-1.7	2.5	0	15	-3.3	-12	5.7
Nc1nc2ccc(C(=O)NCCOC(=O)C3CCCCC3)cc2s1
 : 0	7	10	-0.5	0.3	-6	-10	-2.6	5	1.7
Cc1csc(CNC(=O)c2ccc(OC3CCN(CCc4ccccc4)CC3)cc2)n1
 : 0	12	3	-2.1	0.3	-2	-3	-1.9	3	2.3
Cc1cc(C)c(NC(=O)CN(C)CC(=O)N(C)CC(=O)Nc2c(Cl)cccc2Cl)c(C)c1
 : -3	nt	-9	-0.8	0.8	1	9	-1.9	13	2.7
O=C(NCCn1ccc2ccccc21)c1ccc(S(=O)(=O)N2CCCCC2)cc1
 : 1	7	36	1.6	-3.0	nt	-36	-1.4	-1	2.7
COc1ccccc1C(=O)Nc1ccccc1N1CCN(S(C)(=O)=O)CC1
 : -1	-6	42	2.0	1.6	0	-42	-0.5	4	1.7
Cc1ccc(CNC(=O)CN(C)S(=O)(=O)c2ccc(F)cc2)cc1
 : 3	-8	-11	0.9	3.4	-5	11	1.3	-1	1.6
Cc1ccc(S(=O)(=O)N2CCN(C(=O)c3cc(S(=O)(=O)N4CCOCC4)c(Cl)cc3Cl)CC2)cc1
 : -2	1	-17	nt	nt	-3	17	-0.6	-1	0.7
Cc1ccc(NC(=O)C(C)Sc2nnc(-c3cccnc3)n2-c2ccccc2)cc1 (centres undefined)
 : nt	0	-5	-1.6	0.7	nt	5	-2.1	-3	0.3
COc1cc(C(=S)N2CCOCC2)cc(OC)c1O
 : -2	-3	nt	2.1	-1.3	8	nt	-0.4	6	0.8

# Other results:
# Values run as follows: Wnt act	MITF act	SR-BI DiI inh	Ecoli viability	AddAB inh	CAL PDZ FP-1	SR-BI DiI-HDL act	CAL PDZ FP-2	Tat transport	phage Ecoli inh
COc1ccc(S(=O)(=O)NNC(=O)Nc2ccccc2OC)c(OC)c1
 : 1	-6	5	nt	nt	2	-5	-2.0	-6	0.2
O=c1c(Cl)c(NCCCO)cnn1-c1nc2ccccc2[nH]1
 : 1	nt	-27	-0.9	1.1	-4	27	-1.5	-8	-0.9
CCn1c(SCC(=O)N2CCCC2)nc2ccccc2c1=O
 : -1	28	-24	1.6	2.0	-2	24	-1.0	-3	0.3
CC1CN(S(=O)(=O)c2cc(C(=O)N(C)Cc3cccs3)ccc2Cl)CC(C)O1 (centres undefined)
 : -2	-15	-2	-2.4	2.5	-1	2	-1.8	0	0.8
COc1ccc(NC(=O)CSc2nc(N)c(C#N)cc2C#N)cc1
 : 0	0	-6	0.7	0.9	-4	6	-1.5	-11	3.0
O=S1(=O)CC=C(CSC(=S)NC2CCS(=O)(=O)C2)C1 (centres undefined)
 : -1	-28	-10	-3.1	2.4	17	10	-0.9	-57	3.1
CC1CCCN(S(=O)(=O)c2ccc(NC(=O)C3CC(=O)N(C(C)(C)C)C3)cc2)C1 (centres undefined)
 : 3	7	-26	-1.8	-2.8	0	26	-1.9	-2	-0.2
COc1ccc(CCNC(=O)C(C(=O)c2ccccc2)n2cc(Cl)ccc2=O)cc1OC (centres undefined)
 : -4	-14	-22	-3.1	-2.0	-1	22	-1.8	-1	1.7
Cc1nc2ccccc2c2oc(C(=O)N3CCCC(C)C3)cc12 (centres undefined)
 : 5	10	21	-0.7	5.3	0	nt	-3.5	-13	1.1
CN1OC2C(=O)N(c3ccccc3)C(=O)C2C1c1ccc(F)cc1 (centres undefined)
 : 0	-1	2	-0.9	-0.5	0	-2	nt	1	0.6

# Next section:
# Values run as follows: Wnt act	MITF act	SR-BI DiI inh	Ecoli viability	AddAB inh	CAL PDZ FP-1	SR-BI DiI-HDL act	CAL PDZ FP-2	Tat transport	phage Ecoli inh
COc1ccc(Cl)cc1C(=O)O/N=C(\N)c1ccncc1
 : 5	22	11	3.0	2.0	nt	-11	-2.0	-5	1.0
COc1ccc(CCNC(=O)CSc2nc3ccccc3c3nc(CCN4CCCCC4)nn23)cc1OC
 : -2	-1	8	0.2	1.0	-2	-8	-0.4	-5	-0.5
O=C(Cc1ccccc1[N+](=O)[O-])NC1CC1
 : -14	-1	-7	-0.7	2.9	-3	7	-1.6	-6	2.0
Cc1nc2cc(C(=O)NCc3cccnc3)ccc2n1-c1ccc(F)cc1F
 : -7	-16	-17	-1.1	3.4	-5	17	-2.5	2	2.8
O=C(CCCN1C(=O)c2ccccc2C1=O)Nc1nncs1
 : nt	-2	-15	1.4	-0.3	-2	15	-0.5	8	3.3
CCN(CC)S(=O)(=O)c1ccc(N/N=C(\C)c2ccncc2)nc1
 : 1	-7	nt	-2.8	3.1	-2	nt	-1.5	3	1.8
CCC(=O)Nc1ccc(C(=O)OCC(=O)c2ccc(C)c([N+](=O)[O-])c2)cc1
 : -5	nt	-21	-0.1	4.2	-1	21	0.6	-13	3.1
C/C(CC(=O)NC(C)(C)C)=N\NC(N)=S
 : -1	4	64	-0.4	-0.8	-2	-64	0.5	-5	1.9
COc1cccc(C(=O)OC2CCN(C)CC2)c1
 : -1	0	8	0.2	3.4	0	-8	-1.8	0	3.7
COc1ccc(S(=O)(=O)NNC(N)=S)cc1
 : 0	7	-9	-1.0	2.6	-2	9	0.2	2	0.3

# Next part
# Values run as follows: Wnt act	MITF act	SR-BI DiI inh	Ecoli viability	AddAB inh	CAL PDZ FP-1	SR-BI DiI-HDL act	CAL PDZ FP-2	Tat transport	phage Ecoli inh
Cc1ccc(OCC(=O)Nc2ccc3c(c2)nc(CCN2CCN(C)CC2)n3C)cc1
 : 0	nt	-142	-0.8	-0.7	-6	?	-1.3	6	2.2
CCC(=O)Nc1cccc(-c2csc(-c3ccccc3)n2)c1
 : 1	5	-54	-1.4	1.4	1	54	-3.1	-1	4.1
CCCC(=O)Nc1cccc(C(=O)Nc2ccccc2OCC)c1
 : -1	nt	nt	1.1	-0.8	nt	nt	nt	nt	5.8
CCCc1nnc(NC(=O)CCC(=O)NC2CCCCC2)s1
 : -2	5	-5	0.5	3.9	-4	5	-1.5	-6	2.5
Cc1ccccc1N(CC(=O)NCc1ccco1)C(=O)CCC(=O)Nc1nccs1
 : 0	-2	5	-1.2	2.2	2	-5	-2.0	-1	6.3
CCOC(=O)C1(CCCc2ccccc2)CCN(C(=O)CCN2CCCCC2=O)CC1
 : -1	7	19	-1.4	2.0	nt	-19	-0.7	3	2.5
